ABCB6 inh MLPCN – ABCB6 transporter inhibitors, primary screen, K562-ABCB6 cells, flow cytometry, MLPCN library; fluorescence ratio to DMSO, % at 10 µM; actives 0.19% (n = 360,000); K562-ABCB6 porphyrin accumulation, 1 h; active compounds read low; AID 602162, 2011; ATP-binding cassette sub-family B member 6 (Homo sapiens), Q9NP58;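 active = fluorescence ratio to DMSO below 75%, the collection mean minus 3 SD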;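 also: signal is porphyrin accumulated inside mitochondria; 100% equals median channel fluorescence of DMSO control wells; lower ratio means ABCB6 inhibition with less porphyrin fluorescence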
MC4R barr agon – MC4R agonists recruiting beta-arrestin, primary screen, cell-based, luminescence, agonist arm of biased-ligand search | Melanocortin receptor 4 (Homo sapiens), P32245 | U2OS MC4R beta-arrestin complementation; percent of melanotan II response, DMSO zero | activation, % at 8.9 µM | actives 0.98% (n = 360,000) | AID 540308, 2011;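 active = activation above a per-plate cutoff, the mean activation of sample wells on that plate plus 3 SD, cut at about 8% in these data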
ABHD5 PLIN5 PPI – ABHD5-PLIN5 interaction inhibitors, primary screen, cell lysate, split luciferase complementation, luminescence; Perilipin-5 (Homo sapiens) + 1-acylglycerol-3-phosphate O-acyltransferase ABHD5 (Homo …; Split G. princeps luciferase complementation, 4 h; inhibition, % at 4 µM; actives 0.78% (n = 360,000);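 active = inhibition above the mean inhibition across every tested compound plus 3 SD, cut at about 22% in these data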;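 also: 0% = DMSO only wells and the 100% control is not disclosed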
Target sequence (Q00G26 whole entry, looked up): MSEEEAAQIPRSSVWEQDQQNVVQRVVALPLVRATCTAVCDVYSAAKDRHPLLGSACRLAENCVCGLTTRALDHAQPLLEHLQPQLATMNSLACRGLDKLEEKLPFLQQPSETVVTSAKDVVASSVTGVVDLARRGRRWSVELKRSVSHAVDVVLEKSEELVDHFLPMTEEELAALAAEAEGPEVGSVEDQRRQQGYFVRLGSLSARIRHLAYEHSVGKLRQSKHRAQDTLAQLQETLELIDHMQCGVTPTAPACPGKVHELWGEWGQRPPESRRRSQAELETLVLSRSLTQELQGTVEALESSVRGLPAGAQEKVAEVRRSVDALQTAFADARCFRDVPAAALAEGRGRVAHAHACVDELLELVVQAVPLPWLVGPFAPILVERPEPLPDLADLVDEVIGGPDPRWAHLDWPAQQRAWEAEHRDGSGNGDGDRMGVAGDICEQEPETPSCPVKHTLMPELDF
Target sequence (Q8WTS1 whole entry, looked up): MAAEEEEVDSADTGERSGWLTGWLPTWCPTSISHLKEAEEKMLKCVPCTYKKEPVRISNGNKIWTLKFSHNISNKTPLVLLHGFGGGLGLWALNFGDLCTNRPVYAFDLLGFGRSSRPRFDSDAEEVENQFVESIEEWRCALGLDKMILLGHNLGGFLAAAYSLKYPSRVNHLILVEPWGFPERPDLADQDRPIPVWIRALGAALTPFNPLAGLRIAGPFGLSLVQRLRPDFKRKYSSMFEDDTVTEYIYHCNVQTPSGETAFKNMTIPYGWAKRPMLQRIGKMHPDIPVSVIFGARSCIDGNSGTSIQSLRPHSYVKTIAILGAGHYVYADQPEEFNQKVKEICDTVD
aDG glyco up – activators of alpha-DG glycosylation, primary screen, uHTS, Pro5-aDG cells, AlphaScreen | activation, % at 10 µM | actives 0.22% (n = 360,000) | alpha-DG glycosylation AlphaScreen (IIH6); 0% Pro5, 100% B10-LARGE cell signal;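 active = activation of at least 8% versus controls, or a plate z-score of at least 8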;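 also: Pro5 are CHO cells carrying HIG-tagged alpha-DG that lacks glycosylation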
Granule exo inh – LAMP-1 surface exposure blockers, TALL-104 cells – cell-based, flow cytometry, MLPCN library, primary screen; TALL-104 LAMP-1 surface exposure; cells stimulated with thapsigargin and PMA; AID 651702, 2012; actives 0.66% (n = 360,000); inhibition, % at 10 µM;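 active = inhibition above about 55%, limit read from the data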
H9c2 protect – cardioprotection against H2O2-induced cell death, primary screen, uHTS, H9c2 cells, ATPLite luminescence. protection from H2O2 cell death, % at 20 µM. AID 588492, 2011. actives 0.63% (n = 360,000). H9c2 cardiomyocytes, H2O2 injury protection, 2 h;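 active = compounds giving at least 50% protection of heart cells from peroxide-induced death in the single-dose screen, raw or plate-pattern-corrected value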;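 also: 0% = DMSO wells with peroxide and 100% = DMSO wells without peroxide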
iPSC survival up – enhancers of single-cell hiPSC survival, primary screen, ATPlite luminescence; 100% = ROCK inhibitor wells, 0% = DMSO; survival enhancement, % at 20 µM; actives 0.044% (n = 360,000); AID 602274, 2012; in the data active = survival enhancement above about 18%;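 also: cells exposed to compounds for 16 hours before the ATP read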
HTR2A ag – mouse Htr2a agonists via beta-arrestin recruitment, primary screen, cell-based, luminescence | 5-hydroxytryptamine receptor 2A (Mus musculus), P35363 | CHO-K1 mHTR2A beta-arrestin complementation; percent of 30 µM serotonin response | activation, % at 7.6 µM | actives 0.66% (n = 360,000);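 active = activation above a run cutoff, the mean activation of all tested compounds plus 3 SD, cut at about 14% in these data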;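 also: 0% = plate median of compound wells and 100% = 30 µM serotonin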
MC4R antag cAMP – MC4R antagonists of cAMP signaling, primary screen, cell-based, TR-FRET, antagonist arm of biased-ligand search | Melanocortin receptor 4 (Homo sapiens), P32245 | MC4R-expressing cells, MTII-stimulated cAMP, LANCE TR-FRET | inhibition, % at 6.5 µM | actives 0.48% (n = 360,000) | AID 540295, 2011;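 active = inhibition above its plate's cutoff, the mean of tested wells on that plate plus 3 SD, cut at about 29% in these data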;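 also: 0% = Melanotan II alone and 100% = Melanotan II plus saturating MCL0020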
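system = U2OS cells with stable human MC4R expression | also added = Melanotan II challenge after compound preincubation | dosing = one concentration, 6.5 µM nominal | incubation = compound 30 min, challenge 1 h, detection 1 h | measured by = TR-FRET with Eu-cAMP and labeled anti-cAMP, 671 nm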
Glyco luc inh – increase of ERlucT glycosylation luciferase signal, primary screen, N-linked glycosylation inhibitor project, D54 ERlucT cells, luminescence, set 2; D54 ERlucT glycosylation luciferase reporter, 24 h; percent of 100 nM tunicamycin response; reporter increase, % at 12.5 µM; actives 0.23% (n = 360,000); AID 588692, 2011;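 active = mean luciferase reporter signal, scaled so untreated is 0 and the glycosylation-blocking control 100, at or above a set limit in every replicate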;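 also: luciferase carries N-glycosylation sites so blocking glycosylation raises the light; 0% = median of neutral control wells and 100% = median of 100 nM tunicamycin wells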
* = called active by the depositor; x = not tested or not shown.

SMILES	ABCB6 inh MLPCN	MC4R barr agon	ABHD5 PLIN5 PPI	aDG glyco up	Granule exo inh	H9c2 protect	iPSC survival up	HTR2A ag	MC4R antag cAMP	Glyco luc inh
COc1cc2[nH]ccc(=O)c2cc1OC	97	-0.2	-4	-0.1	-3	6	-2.8	-1	18	1
CCOc1ccc2nc(SCC(=O)NC(=O)C(C)C)sc2c1	101	2.2	-1	0.0	4	-1	-0.1	4	20	2
O=C(CCc1nc(-c2ccccc2)no1)NCCc1ccccc1	102	-0.1	-3	0.1	-4	-4	1.7	-6	2	-3
Cc1cc2ccccc2c(=O)n1CC(=O)NCC(=O)N1CCCC(C)C1 (stereo unspecified)	96	3.5	3	0.1	1	-3	-3.0	1	10	1
Cc1cc(C)n2c(SCc3nnc(-c4cccs4)o3)nnc2n1	102	-0.9	-2	-0.1	-2	11	-0.1	2	4	2
COc1ccccc1NC(=O)Nc1nn(C)c2cccc(OC)c12	94	-0.7	2	0.0	-12	6	-0.5	-1	1	1
COc1ccc(NC(=O)COc2ccc(C(=O)OCC(=O)N(C)C3CCS(=O)(=O)C3)cc2OC)cc1 (stereo unspecified)	100	-2.6	-1	-0.1	0	2	1.1	3	-4	0
CCN(CCCNC(=O)c1c(C)cc(=O)oc1C)c1cccc(C)c1	103	0.5	-10	0.2	2	1	1.8	-1	10	-1
S=c1[nH]nc(-c2ccccn2)n1/N=C/c1ccc(Cl)c(Cl)c1	97	-1.9	1	-0.1	8	6	-0.2	0	3	1
Cn1c(=O)oc2cc(S(=O)(=O)Nc3cccc4c3CCCC4)ccc21	110	0.5	1	0.6	8	-2	-2.8	-1	3	-3
CSCC[C@H](NC(=O)OC(C)(C)C)C(=O)N1CCC(C(=O)N[C@@H](C)C(=O)NC(C)c2ccccc2)CC1 (stereo partly specified)	103	-0.9	-1	0.1	7	0	2.0	3	7	-1
O=C(NCC1(N2CCCCC2)CCCCC1)c1ccc(S(=O)(=O)N2CCCC2)cc1	95	0.9	-2	-0.2	-2	-5	-0.6	0	8	-5
Cc1ccc(NC(=O)C2CC2C)c(Cl)c1 (stereo unspecified)	94	-1.6	-9	0.0	0	13	0.0	0	4	3
O=C(NC1CCCCC1)C(Cc1ccccc1)N1C(=O)C2C3CCC(C3)C2C1=O (stereo unspecified)	100	-1.0	4	-0.3	-4	34	2.8	2	1	2
Cn1c(/C(C#N)=C/c2ccc(-c3ccc(S(N)(=O)=O)cc3)o2)nc2ccccc21	115	-2.4	11	-0.5	8	4	0.0	1	-6	11
CC1=C(C(=O)N(C(C)C)C(C)C)CC(CC(=O)NC2CC2)C(=O)N1CCC1=CCCCC1 (stereo unspecified)	92	x	2	0.0	-9	8	-0.4	-1	x	1
O=C(c1cccc(F)c1)N1C2C=CC(C2)C1(C(F)(F)F)C(F)(F)F (stereo unspecified)	101	-2.0	-3	-0.1	1	14	0.1	-5	0	0
O=C(Cn1nnc(-c2ccccc2)n1)Nc1cccc(S(=O)(=O)N2CCOCC2)c1	99	0.1	-2	-0.1	-4	-11	-0.4	2	2	-2
O=C(COc1ccc(S(=O)(=O)N2CCOCC2)cc1Cl)NC1CCCCC1	97	0.3	4	-0.1	4	8	0.4	2	1	1
CC(C)c1nnc(NC(=O)C2CCN(S(=O)(=O)c3ccc(-n4cnnn4)cc3)CC2)s1	89	-1.3	3	-0.2	0	-1	-0.5	-1	4	0

Looked up above:
For HTR2A ag, CC1=C(C(=O)N(C(C)C)C(C)C)CC(CC(=O)NC2CC2)C(=O)N1CCC1=CCCCC1 (stereo unspecified) shows -1
For H9c2 protect, Cc1ccc(NC(=O)C2CC2C)c(Cl)c1 (stereo unspecified) shows 13

Carrying on.
SMILES	ABCB6 inh MLPCN	MC4R barr agon	ABHD5 PLIN5 PPI	aDG glyco up	Granule exo inh	H9c2 protect	iPSC survival up	HTR2A ag	MC4R antag cAMP	Glyco luc inh
CC(C)(C)NS(=O)(=O)c1ccc2nc(NC(=O)Cc3cccs3)sc2c1	98	-1.9	-9	0.0	-1	-8	-2.3	0	1	-6
COc1ccc(Br)cc1C1CC(=O)N2CN(C)CSC2=C1C#N (stereo unspecified)	100	0.1	-4	-0.1	3	6	1.7	-6	6	2
CCOC(=O)[C@H]1[C@H]2COc3cc(OC)ccc3[C@@H]2N2C(=O)c3c(C)cc(C)cc3NC(=O)[C@@]12C	96	-1.2	4	0.1	24	11	1.9	1	4	-2
CC1Cc2nc(SCC(N)=O)n(C)c(=O)c2S1 (stereo unspecified)	98	-0.4	8	-0.2	3	10	-1.6	2	4	-1
CC1Cc2ccccc2N1C(=O)CN(C)S(=O)(=O)c1cccc2cccnc12 (stereo unspecified)	104	-0.2	3	-0.1	10	8	1.0	0	15	0
CCNC(=O)C1(C)CCN1Cc1cc(-c2ccccc2)n(C)n1 (stereo unspecified)	90	-0.1	-2	-0.1	-1	2	2.5	-1	7	0
CCC(C)NC(=O)CSc1nc(-c2cccs2)cc(C(F)(F)F)n1 (stereo unspecified)	75	-0.1	-7	0.0	-1	6	-0.1	0	-2	-4
CN1CC(=O)N(CC(=O)Nc2ccc(Cl)c(C(F)(F)F)c2)C1=O	104	1.0	-4	5.9*	0	-1	-0.4	0	10	0
COC(=O)c1cc(NS(=O)(=O)c2cccs2)cc(NS(=O)(=O)c2cccs2)c1	96	-2.2	-2	0.2	-10	3	0.2	-1	-7	2
O=C(Nc1cc2c3c(c1)CC(=O)N3CCC2)c1ccccc1F	95	-1.6	1	0.0	5	8	-0.2	-2	15	-1
Cc1ccccc1NC(=O)CCN1C(=O)c2ccccc2C1=O	101	-0.1	-1	0.2	-4	-3	0.9	5	-3	2
Cc1ccc(Nc2cc(C)nc3ccccc23)c(C)c1	100	0.8	-1	0.4	4	-9	-0.6	-7	10	0
COc1ccccc1CCC(=O)OCC(=O)NC1CCCCC1	96	-2.5	-4	-0.3	1	-5	-0.5	2	0	x
COC(=O)c1cnn2c1C(=O)N(Cc1cccs1)CC2	100	-0.4	-2	-0.3	0	-6	0.1	10	17	3
CN1CCN(c2ccc(NC(=O)c3cccs3)cc2)CC1	97	1.7	8	0.5	0	-2	-1.5	-2	-6	-8
COc1ccc2[nH]c3c(C)c4ccncc4c(C)c3c2c1	159	14*	4	-0.2	70*	2	-4.1	-3	10	-1
COc1cccc(/C=N/NC(=O)C(C)Sc2ccccc2)c1 (stereo unspecified)	99	1.1	-3	0.2	-8	5	5.7	-1	2	-2
CC(OC(=O)c1cccc(-n2cnnn2)c1)C(=O)N(C)c1ccccc1 (stereo unspecified)	100	-1.3	7	-0.3	-10	1	-0.6	12	-5	4
Cc1ccc(Cl)cc1N1CCN(C(=O)C2CCN(c3nnc(-n4cccc4)s3)CC2)CC1	97	-0.3	4	0.7	1	-26	-2.3	6	8	-3
COc1cccc(N2CCN(C(=O)c3ccc4ccccc4c3)CC2)c1	96	-1.6	11	0.0	-3	-1	-0.3	10	-5	3

(more compounds)
SMILES	ABCB6 inh MLPCN	MC4R barr agon	ABHD5 PLIN5 PPI	aDG glyco up	Granule exo inh	H9c2 protect	iPSC survival up	HTR2A ag	MC4R antag cAMP	Glyco luc inh
NC1=NC(=O)C2(COC(c3cccc([N+](=O)[O-])c3)OC2)S1 (stereo unspecified)	102	-0.8	1	0.3	2	7	-2.8	-5	10	2
Cc1cc(C(=O)NNC(=O)c2cccc(Cl)c2)no1	100	-1.8	-4	0.1	0	-2	1.5	0	3	1
COc1ccc(C(=O)NCC(=O)OCc2ccc(Cl)cc2Cl)cc1OC	92	2.4	0	-0.1	5	2	-0.4	-1	5	2
N/C(=N\OC(=O)c1cccs1)c1cccc([N+](=O)[O-])c1	105	1.0	3	0.1	1	-19	0.6	3	-8	1
CCOc1ccc(Cc2onc3c2C(=O)CCC3)cc1OCC	94	-1.9	-3	0.6	-11	-6	-0.1	0	2	-2
O=C(NCc1cccs1)Nc1ccc2c(c1)OCO2	102	-0.8	8	0.2	-1	-1	5.7	0	18	-1
CN(C)CCCN(C(=O)c1ccc(S(=O)(=O)N2CCc3ccccc3C2)cc1)c1nc2c(F)cc(F)cc2s1	102	0.9	0	-0.2	51	-11	-0.4	-8	6	-3
O=C(O)[C@H](Cc1ccccc1)NC(=O)N1CCN(c2ccc(F)cc2)CC1	102	-1.9	1	-0.1	-7	-1	-0.8	3	8	0
O=C(Nc1ccc2c(c1)oc1ccccc12)N1CCOCC1	102	0.1	1	0.2	-2	-11	-2.8	0	5	0
CCOC(=O)c1c(NC(C)=O)no[n+]1[O-]	90	-0.5	-2	-0.1	-3	9	-1.7	2	1	1
COC(=O)c1ccccc1NC(=O)c1cccnc1	99	1.1	-3	0.0	-1	2	0.4	3	-2	1

Screening results: PubChem, several laboratories
